# p53ts 39C tox = cytotoxicity in p53ts cells at nonpermissive temperature. AID 902. Potency, µM (top dose mostly 46.1 µM), for inactives: at the top dose activity change, negative = cell killing, actives largely listed as cytotoxic. H1299-p53A138V viability at 39C, ATP luminescence, 24 h. hit rate 1.5% among 130,000; further: nearly all actives have a fitted effect of over 55% in size
# Imprint erasure = induces erasure of genomic imprints in mouse ES cells; Potency, µM (top dose mostly 60.7 µM), for inactives: top-dose activity change, positive = activation, hits mostly activators; AID 1948; hit rate 0.02% among 110,000; mouse ES Peg3-LacZ reporter, beta-gal luminescence, 40 h;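 further: 0% = negative control wells on the plate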
#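 Imprint erasure is scored as LacZ activity from the silenced maternal Peg3 allele in feeder-free female ES cells cultured 40 h with LIF. Luminescence is normalized to in-plate negative controls and fitted to the Hill equation.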
# p53ts 32C tox = cytotoxicity in p53ts cells at permissive temperature; hit rate 0.93% among 130,000; Potency, µM (top dose mostly 46.1 µM), inactives show at the highest dose activity change, negative = cytotoxicity, usual class: cytotoxic; AID 924; H1299-p53A138V at 32C, ATP luminescence viability, 24 h;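 further: 0% = DMSO and -100% = full killing by reference compound; nearly all actives have a fitted effect of over 55% in size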
#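 Cells: H1299 p53ts (A138V), 600/well, pre-incubated 16–30 h at 37C. Cpd up to 46 uM, 24 h, 32C. Readout: ATPlite luminescence, 20 min RT. Normalization: DMSO vs tamoxifen 100 uM. AC50 by Hill equation.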
# IkB signaling = IkB pathway inhibition in ABC-DLBCL cells. ABC-DLBCL IkBa-CBG/CBR dual luciferase ratio, 4 h; response scale: scaled: untreated 0%, proteasome inhibitor 100%. AID 445. Potency, µM (highest dose often 57.1 µM), without a hit: top-dose IkBa stabilization activation. hit rate 0.04% among 110,000; active means well fitted curve in the direction sought with a large enough effect in the signal ratio, not every such curve was filed as active; inconclusive means small, poorly fitted or top-dose-only effect, or a change in a side signal; the % refers to the signal ratio;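 further: the direction sought is a rising ratio; 0% = basal untreated cells and 100% = reference inhibitor full response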
#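 Curves were fitted separately to fusion (green), unfused (red) and ratio luminescence, then classed by r2, magnitude and activity. Cells: OCI-Ly3, 4 h compound plus doxycycline at 37C; 10 uM MG-132 defined full response.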
# Numbers without * were called inactive; ? = inconclusive; . = no result given; & = joins results of further samples; [ ] = remark or other dose. Unless noted, the call rests on the fitted dose curve; in most records, active means well fitted curve in the direction sought with a large enough effect; inconclusive means small, poorly fitted or top-dose-only effect, or another doubt; inactive means no such curve, though single readings can be large; an effect the other way counts as inactive or inconclusive. Unless noted, on the % scale 0 is the no-effect control and ±100 the full control effect; potency means the concentration at half of the fitted maximal effect. Compounds were not picked by outcome (roughly 1.7% active in at least one column).
SMILES,p53ts 39C tox,Imprint erasure,p53ts 32C tox,IkB signaling
Cc1cc(C)c2c(=O)cc(C(=O)Nc3ccccc3C(F)(F)F)oc2c1,-23%,-10%[10.9 µM],19%,-1.7%
O=C(Nc1cccc(S(=O)(=O)Nc2ccccc2Cl)c1)c1ccc(N2CCCC2)c([N+](=O)[O-])c1,-13%,.,22%,.
Cn1c(SCC(=O)Nc2ccc3cn[nH]c3c2)nnc1-c1cnccn1,11%,6%,3%,3.6%
Cc1cc(NC(=O)c2cccs2)cc(-c2nc3cc(Cl)ccc3o2)c1O,24%,-24%[10.9 µM],-12%,-1.7%
C=C(C)CSC1=C(C#N)C(c2ccccc2)CC(=O)N1 (configuration not stated),0%,.,-6%,.
Cc1cccc(-c2noc(CCCC(=O)Nc3cccnc3)n2)c1,6%,-54%[inhibitor],4%,-8.5%
C/C(N)=C(/C#N)C(=O)CSc1ncnc2ccccc12,-13%,-17%,9%,-0.4%
CC(NC(=S)Nc1ccccc1)C1COc2ccccc2O1 (configuration not stated),21%,.,18%,.
CC1CC(OC(=O)c2ccccc2O)CC(C)(C)C1 (configuration not stated),8%,3%&11%,-9%[1.84 µM],-1.0%
COC(=O)C(C)Sc1nc2c(cnn2-c2ccc(F)cc2)c(=O)[nH]1 (configuration not stated),21%,-8%[10.9 µM],11%,-4.6%
CCN(c1ccccc1)S(=O)(=O)c1ccc(NC(=O)c2cc(=O)c3ccc(C)c(C)c3o2)cc1,-14%,-9%[10.9 µM],20%,0.5%
CC1CCCCC1NC(=O)c1ccc(N2CCCC2=O)cc1 (configuration not stated),-1%,-21%,-11%,4.8%
COc1ccc(Cn2c(=O)n(Cc3ccco3)c(=O)c3oc4ccccc4c32)cc1,-21%,10%[10.9 µM],6%,0.2%
O=C(NCCc1nc2ccccc2[nH]1)Nc1ccccc1,2%,-12%,6%,0.2%
CCOC(=O)CSc1nc2ccccc2c(=O)n1CC,12%,-13%,5%,0.4%
CN(C)S(=O)(=O)N1CCC(CCCC2CCN(S(=O)(=O)N(C)C)CC2)CC1,-2%,-27%,-6%,-1.0%
O=C1C(=O)N(C2CCN(C(=O)c3cccc(Cl)c3)CC2)CCN1Cc1ccc(F)cc1,-4%,-7%[10.9 µM],13%,1.0%
CCc1ccccc1Nc1nn2c(=O)c3ccc(C(=O)NCCC4=CCCCC4)cc3nc2s1,?,-8%[10.9 µM],?,0.2%
O=C(O)CSc1c2c(nc3cc(C(=O)Nc4ccc(F)c(Cl)c4)ccc13)CCC2,30%[activator],19%[10.9 µM],-1%,14%
Cc1cc(C)cc(NC(=O)CSc2nccn2-c2ccccc2)c1,-7%,15%[10.9 µM],0%,?

# Shown with bars between the fields: entries from further up
molecule | p53ts 39C tox | Imprint erasure | p53ts 32C tox | IkB signaling
Cn1c(SCC(=O)Nc2ccc3cn[nH]c3c2)nnc1-c1cnccn1 | 11% | 6% | 3% | 3.6%
Cc1cc(NC(=O)c2cccs2)cc(-c2nc3cc(Cl)ccc3o2)c1O | 24% | -24%[10.9 µM] | -12% | -1.7%
C=C(C)CSC1=C(C#N)C(c2ccccc2)CC(=O)N1 (configuration not stated) | 0% | . | -6% | .
Cc1cccc(-c2noc(CCCC(=O)Nc3cccnc3)n2)c1 | 6% | -54%[inhibitor] | 4% | -8.5%
C/C(N)=C(/C#N)C(=O)CSc1ncnc2ccccc12 | -13% | -17% | 9% | -0.4%
CC(NC(=S)Nc1ccccc1)C1COc2ccccc2O1 (configuration not stated) | 21% | . | 18% | .
CC1CC(OC(=O)c2ccccc2O)CC(C)(C)C1 (configuration not stated) | 8% | 3%&11% | -9%[1.84 µM] | -1.0%
COC(=O)C(C)Sc1nc2c(cnn2-c2ccc(F)cc2)c(=O)[nH]1 (configuration not stated) | 21% | -8%[10.9 µM] | 11% | -4.6%
CCN(c1ccccc1)S(=O)(=O)c1ccc(NC(=O)c2cc(=O)c3ccc(C)c(C)c3o2)cc1 | -14% | -9%[10.9 µM] | 20% | 0.5%
CC1CCCCC1NC(=O)c1ccc(N2CCCC2=O)cc1 (configuration not stated) | -1% | -21% | -11% | 4.8%
COc1ccc(Cn2c(=O)n(Cc3ccco3)c(=O)c3oc4ccccc4c32)cc1 | -21% | 10%[10.9 µM] | 6% | 0.2%
O=C(NCCc1nc2ccccc2[nH]1)Nc1ccccc1 | 2% | -12% | 6% | 0.2%
CCOC(=O)CSc1nc2ccccc2c(=O)n1CC | 12% | -13% | 5% | 0.4%
CN(C)S(=O)(=O)N1CCC(CCCC2CCN(S(=O)(=O)N(C)C)CC2)CC1 | -2% | -27% | -6% | -1.0%
O=C1C(=O)N(C2CCN(C(=O)c3cccc(Cl)c3)CC2)CCN1Cc1ccc(F)cc1 | -4% | -7%[10.9 µM] | 13% | 1.0%

# Returning to the listing, starting 2 compounds before the break.
SMILES,p53ts 39C tox,Imprint erasure,p53ts 32C tox,IkB signaling
O=C(O)CSc1c2c(nc3cc(C(=O)Nc4ccc(F)c(Cl)c4)ccc13)CCC2,30%[activator],19%[10.9 µM],-1%,14%
Cc1cc(C)cc(NC(=O)CSc2nccn2-c2ccccc2)c1,-7%,15%[10.9 µM],0%,?
CCOC(=O)N1CCN(C(=O)CSc2nnc(-c3c[nH]c4ccccc34)n2CCOC)CC1,6%,-13%,9%,-3.8%
Cc1ccc(CSC2=Nc3ccccc3C3=NC(CCC(=O)NCc4cccs4)C(=O)N23)cc1 (configuration not stated),-13%,-19%[10.9 µM],?,3.4%
CCOC(=O)C(C)Sc1nc2c(c(=O)[nH]c(=O)n2C)n1C/C=C(/C)Cl (configuration not stated),8%,-5%,4%,-0.4%
CC1=C(C(=O)OCCOc2ccccc2)C(c2ccc(C)o2)C2=C(CC(C)(C)CC2=O)N1 (configuration not stated),41%[activator],-31%[inhibitor],23%,?
NC(=O)c1ccsc1NC(=O)c1nc(-c2ccccc2)n(-c2ccccc2)n1,10%,-6%,10%,?
Cn1cc(-c2cc3n(n2)CCC(=O)N3CCCC(=O)Nc2ccccc2Cl)c2ccccc21,-23%,-9%[10.9 µM],4%,2.8%
O=C(CSc1nnc(CNC(=O)c2c(F)cccc2Cl)o1)c1ccccc1,6%,-9%,-8%,6.5%
Cc1cc(Nc2ccc(C(=O)O)c(O)c2)n2ncnc2n1,10%,16%[10.9 µM],-2%,-0.3%
COc1cc(OC)cc(-c2nnc(SCC(=O)N(Cc3ccccc3)C(C)(C)C)o2)c1,-1%,-11%,2%,?
COc1ccc(N2CCN(C(CNS(=O)(=O)c3c(C)cc(C)cc3C)c3ccco3)CC2)cc1 (configuration not stated),1%,-7%[10.9 µM],-1%,?
O=C(CCn1c(=O)oc2ccccc21)NCCN1CCc2ccccc2C1,-2%,-8%,4%,-0.3%
O=C(NCCCN1CCOCC1)c1ccc(CS(=O)(=O)Cc2ccccc2Cl)o1,0%,-5%,-1%,0.9%
CCOC(=O)CSc1nc2ccccc2n1CC(=O)N1CCN(c2ccccc2)CC1,1%,-9%,2%,0.4%
Cc1sc2ncnc(-n3cnc4ccccc43)c2c1C,7%,1%,1%,?
CCCOC(=O)c1ccc(Oc2c(-c3ccc(OC)cc3O)n[nH]c2C)cc1,22%,-23%,9%,0.2%
Cc1nc2cnc(N3CCN(C)CC3)nc2n(C2CC2)c1=O,5%,3%,1%,-1.7%[11.4 µM]
O=C1CC(Cc2ccccc2)C(=O)N1c1ccc(Cl)cn1 (configuration not stated),1%,-7%,-2%,0.1%
CC1CCc2nn(CC(=O)NCCCN3CCOCC3)cc2C1 (configuration not stated),1%,-12%,0%,3.5%
O=C(c1cnccn1)N1CCC[C@@]2(CCN(Cc3cc(C(F)(F)F)cc(C(F)(F)F)c3)C2)C1,-6%,.,-2%,1.0%[11.4 µM]
COc1ccc(-c2noc(-c3ccc(NCC4CCCO4)c([N+](=O)[O-])c3)n2)cc1OC (configuration not stated),-8%,-7%[10.9 µM],3%,0.4%
O=C(Nc1ccc(OCc2cc(=O)n3c4c(sc3n2)CCCC4)cc1)c1ccccc1,6%,-7%[10.9 µM],6%,-1.1%
CCOC(=O)c1ccc2[nH]c3c(c2c1)CN(C)CC3,5%,-10%,-13%,0.8%
COc1ccccc1N1CCN(C(=O)C(C)N(c2ccc(C)c(C)c2)S(C)(=O)=O)CC1 (configuration not stated),0%,-13%,-1%,2.1%
CCOc1ccc(NC(=O)CN2C(=O)COc3ccc(S(=O)(=O)Nc4ccccc4)cc32)cc1,-8%,-2%[10.9 µM],-1%,?
Cn1cc(CNC(=O)C2CCCCC2)cn1,15%,-2%,-1%,0.5%
COC(=O)[C@@]1(Cc2ccccc2)[C@H]2c3cc(C(=O)N(C)C)n(Cc4ccsc4Br)c3C[C@H]2CN1C(=O)c1ccccc1,1%,-15%,39%[activator],.
CCOc1cc(C(=O)NCC(C)CN(C)C)cc(OCC)c1OCC (configuration not stated),0%,-11%,-3%,-0.5%
COc1ccc(CNC(=O)CCS(=O)(=O)c2cc(Br)cc3c2N(C(C)=O)C(C)C3)cc1 (configuration not stated),-6%,-5%[10.9 µM],5%,5.9%
Cc1cccc(CCNC(=O)C2CCN(S(=O)(=O)c3c(C)nn(C)c3C)CC2)c1,5%,-7%,-2%,0.1%
CN(C)CCC1Sc2ccccc2Oc2ccccc21 (configuration not stated),-4%,.,1%,.
CCOc1cc(C2C(C(=O)OC)=C(C)NC3=C2C(=O)c2ccccc23)ccc1OC (configuration not stated),12%,-5%[10.9 µM],18%,-2.4%
CCc1nnc(NC(=O)CSc2nnc(Cc3ccccc3)n2-c2ccccc2)s1,8%,-5%,14%,4.1%
O=C(CC1C(=O)N(c2ccccc2)C(=O)N1CCC1=CCCCC1)Nc1ccc(F)cc1 (configuration not stated),-3%,-14%[10.9 µM],-8%,?
C[C@@H](C(=O)O)/C(=C/c1ccc2c(c1)OCO2)C(=O)O,3%[9.22 µM],-6%[10.9 µM],5%[9.22 µM],0.2%[11.4 µM]
CCOC(=O)CC1C(=O)NC2CCCCC2N1C(=O)Nc1ccc(Cl)cc1 (configuration not stated),-9%,12%,-5%,-1.7%
Cc1nc2c3ccccc3n(CC(=O)c3ccc(F)cc3)c(=O)n2n1,2%,-6%,5%,-0.7%
Cc1cc(C)c(NC(=O)c2cc(S(=O)(=O)N3CCC4(CC3)OCCO4)ccc2F)c(C)c1,-25%,-10%[10.9 µM],6%,-0.2%
O=C(O)C1OC(C(=O)O)C2C1C(F)(F)C2(F)F (configuration not stated),-12%,-10%,-13%,1.7%
O=C(CSc1nc2c([nH]c3ccccc32)c(=O)n1-c1ccccc1F)Nc1cccc(C(F)(F)F)c1,-15%,6%[10.9 µM],-7%,?
Cc1cccc(N(C(=O)CCC(=O)Nc2cccnc2)C(C(=O)NC2CCCC2)c2ccncc2)c1 (configuration not stated),12%,.,-8%,.
Cc1cc(SCC(=O)Nc2ccccc2)nc(C)n1,2%,-1%,2%,-3.3%
CCC(=O)N1CCc2cc(CNC(=O)Cc3ccc(OC)c(OC)c3)ccc21,-19%,20%[10.9 µM],-2%,-0.4%
CCCc1nnc(SCC(=O)O)n1/N=C/c1ccc2c(c1)OCO2,3%,-9%,-2%,-0.6%
O=c1c(NCc2cccs2)nccn1-c1ccccc1,12%,4%[10.9 µM],5%,21%
CCOC(=O)c1ccc(NC(=O)Nc2ccn(C)n2)cc1,-18%,-47%[inhibitor],-23%,9.4%
CC#CCN(CC#CC)S(=O)(=O)c1ccc(S(=O)(=O)N2CCOCC2)cc1,20%,-10%,7%,0.5%
O=C1CN(C(=O)COC(=O)C2=COCCO2)c2ccccc2N1,2%,-5%,4%,-0.1%
O=C(CSc1ccc2nnc(-c3cccs3)n2n1)N1CCOCC1,21%,-18%,9%,-5.3%
COC(=O)[C@@]1(Cc2ccc(F)cc2)[C@H]2c3cc(C(=O)N(C)C)n(CCc4ccccn4)c3C[C@H]2CN1C(=O)c1ccccc1,-3%,-9%,7%,.
Cc1ccc2nc(Nc3nc(=O)c4ccccc4n3C)nc(C)c2c1,-1%,-1%,-9%,?
COc1ccc(C)c2sc(N3CCN(C(=O)c4cccc(F)c4)CC3)nc12,-17%,9%[10.9 µM],-2%,1.6%
CCOC(=O)c1sc2nc(N3CCOCC3)c3c(c2c1N)CCC3,5%,-14%,11%,1.3%
COc1ccccc1N1CCN(C(=O)C2CCN(S(=O)(=O)N3CCOCC3)CC2)CC1,13%,1%,0%,0.5%

# Bioassay records from PubChem BioAssay.
